# Screening data as filed in PubChem.
# H37Rv inhibition: M. tuberculosis growth inhibition, HTS (AID 449762); M. tuberculosis H37Rv growth inhibition, 7H9 media; higher % means a stronger effect; one-dose inhibition, % at 25 µM; IC50 in µM for titrated hits; 0.59% of 330,000 active; in the data active = a potency from the dose series; inconclusive = inhibition above about 70% without an active follow-up result;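 also: bacterial growth assessed after seven days of incubation; strong numbers were not always called active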
# inhibitors of VEEV: inhibitors of VEEV TC-83 cytopathic effect, confirmation, Vero cells (AID 588727); Vero cells, VEEV TC-83 cytopathic effect inhibition; higher % means a stronger effect; one-dose inhibition, % at 20 µM; IC50 in µM for titrated hits; 0.13% of 350,000 active; in the data active = a potency from the dose series; inconclusive = inhibition mostly from about 14% at the one dose, without a potency; inactive = the rest, 99 in 100 with inhibition below about 12%; also: strong numbers were not always called active
# influenza NS1A: NS1A inhibition, H1N1 influenza, cell based functional assay (AID 504329); 0.3% of 340,000 active; NS1A functional cell-based assay, percent inhibition; higher % means a stronger effect; inhibition, % at 12.5 µM; hits with a dose series show IC50 in µM; in the data active = a potency from the dose series; inconclusive = inhibition above about 27% without an active follow-up result; also: strong numbers were not always called active
# Salmonella PhoP GFP: Inhibition of PhoP regulon, Salmonella typhi GFP reporter cells, confirmation, 4 h (AID 1850) | Salmonella Typhi PhoP-promoter GFP reporter, fluorescence, 4 h; higher % means a stronger effect | one-dose inhibition, % at 50 µM; IC50 in µM for titrated hits | 0.33% of 310,000 active; in the data active = a potency from the dose series; inconclusive = inhibition mostly from about 25% at the one dose, without a potency; inactive = the rest, 99 in 100 with inhibition below about 19%;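 also: 0% = induced wells with vehicle and 100% = uninduced wells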
# M. tuberculosis: growth inhibition of non-replicating M. tuberculosis (AID 488890); 0.39% of 320,000 active; Mycobacterium tuberculosis non-replicating, growth inhibition; higher % means a stronger effect; one-dose inhibition, % at 25 µM; IC50 in µM for titrated hits; in the data active = a potency from the dose series; inconclusive = inhibition mostly from about 82% at the one dose, without a potency; inactive = the rest, 99 in 100 with inhibition below about 76%;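 also: plate controls were DMSO cells for no effect and high antibiotic wells for full effect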
# inhibitors of VEEV 10K pilot screen: second read-out of inhibitors of VEEV, no call of its own (marks repeat the call); inhibition, %; measured here: 10K pilot screen inhibition
# An asterisk follows results filed as active; i = inactive; u = inconclusive; x = no result given.
SMILES,H37Rv inhibition,inhibitors of VEEV,influenza NS1A,Salmonella PhoP GFP,M. tuberculosis,others
COCc1cc(C)nc2sc3c(=O)n(-c4cccc5ccccc45)nnc3c12,-9.1%,4.0%,2.0%,4.9%,-8.8%,
COc1cc2nc(N(C)C)nc(N)c2cc1OC,3.6%,5.0%,-5.6%,-6.8%,5.7%,
CC(C)CN1CN(Cc2ccccc2)CNC1=S,-9.2%,0.4%,17.6%,-7.2%,2.3%,
CCOC(=O)C=C1CCN(c2ncc(C(F)(F)F)cc2Cl)CC1,-3.6%,1.1%,-2.4%,1.8%,33.9%,
COc1ccc(CC(=O)N(C)CC(=O)Nc2cccc(F)c2)cc1S(=O)(=O)N1CCOCC1,-14.8%,6.7%,6.0%,-6.9%,-9.1%,
COc1ccccc1N=Nc1c(O)[nH]c2ccc(Br)cc12,2.0%,i,-26.4%,-17.4%,-6.5%,
CC(C)(C)CC(=O)Nc1ccc(S(=O)(=O)NC2=NCCCCC2)cc1,-0.4%,0.8%,-15.1%,x,8.2%,
O=C(N[C@@H](Cc1ccc(O)cc1)C(=O)O)c1ccncc1,-0.6%,i,-8.8%,-4.1%,-9.3%,
CCOc1ccccc1CNC(=O)c1nn(C)c2c1CS(=O)(=O)c1ccccc1-2,-4.3%,13.6%,3.5%,0.9%,18.2%,
Cc1oc(C(N)=O)nc1-c1ccccc1,-5.1%,7.6%,0.4%,1.1%,-15.1%,
COc1cc(C(=O)N/N=C/c2ccc3c(c2)c2ccccc2n3C)ccc1O,17.2%,1.0%,-12.4%,0.7%,u,
COc1cc2c(cc1NC(=O)C(Cl)Cl)-c1ccc(NC(=O)C(Cl)Cl)cc1C2,x,2.7%,6.5%,x,x,
O=C(NCCN1CCOCC1)c1ccc2c(c1)N(Cc1ccccc1)C(=O)c1ccccc1S2,1.3%,1.1%,3.4%,-3.6%,16.5%,
COc1ccc(C(=O)CC(c2ccccc2)S(=O)(=O)c2ccc(C)cc2)cc1 (stereo unspecified),11.8%,x,x,2.6%,59.9%,
O=C(O)CCCc1nc(-c2ccc(Cl)cc2)no1,u,0.3%,0.8%,1.8%,75.2%,
Cc1cc(NS(=O)(=O)c2cccc([N+](=O)[O-])c2)no1,-10.5%,0.1%,-6.3%,-11.0%,-13.7%,
COC(=O)N/N=C/c1ccc(Oc2ccccc2)cc1,11.8%,0.8%,-9.2%,5.0%,70.9%,
COc1ccc(C(C(=O)NC2CCCC2)N(Cc2ccc(C)cc2)C(=O)c2ccn[nH]2)cc1OC (stereo unspecified),0.9%,1.9%,-14.5%,-0.2%,2.7%,
CCN(CC)C(=O)Oc1ccc2c(c1)O/C(=C\c1ccco1)C2=O,8.5%,1.1%,-0.5%,-8.7%,57.5%,
O=C1CC(c2ccc(Cl)c([N+](=O)[O-])c2)c2ccc3ccccc3c2N1 (stereo unspecified),-7.3%,i,-2.4%,-10.8%,9.1%,
S=c1[nH]nc(CSc2nc3ccccc3s2)n1C1CCCCC1,3.6%,2.1%,5.2%,-2.9%,1.2%,
COc1ccc(-c2nc(CS(=O)CC(=O)NCc3cccnc3)c(C)o2)cc1 (stereo unspecified),-5.6%,7.4%,-1.9%,-8.0%,-8.1%,
CCN(CC)CCCN1C(=O)c2oc3ccccc3c(=O)c2C1c1cc(OC)ccc1OC (stereo unspecified),-3.9%,2.2%,-15.2%,1.7%,8.9%,
CCCCCCc1cc2cc(/C(N)=N/NC(=O)c3ccncc3)c(=O)oc2cc1O,u,i,2.6%,x,57.8%,
CCn1cc(-c2cc(C(=O)O)c3ccccc3n2)c(C)n1,-6.5%,i,-5.5%,-6.7%,3.9%,
COC(=O)C[C@H]1c2cc(F)ccc2S(=O)(=O)N1c1ccc(N(C)C)cc1,-8.8%,0.8%,7.4%,-4.9%,3.3%,
NC(=O)C1=C[C@@H](c2ccc(C(F)(F)F)cc2)C[C@@H](OCc2ccc(CO)cc2)O1,8.4%,0.5%,1.8%,-11.6%,13.1%,
CCCC(=O)NC(=S)Nc1cccc(Cl)c1N1CCCCC1,6.5%,i,4.9%,-10.0%,73.5%,
CCc1cccc2c(C=C(C#N)C#N)cn(CC(=O)N3CCCC3)c12,-6.3%,0.6%,-2.0%,-10.4%,3.8%,
CN(C)c1ccc(C(CNS(=O)(=O)c2ccc3ccccc3c2)c2c[nH]c3ccccc23)cc1 (stereo unspecified),-5.6%,i,10.9%,-6.2%,7.2%,
COc1ccc([C@H]2CC(=O)C=C(c3ccc(NC(C)=O)cc3)C2)cc1OC,-1.0%,2.0%,-2.2%,x,-6.4%,
CCOC(=O)Cc1cc(=O)[nH]c(/N=C(\N)Nc2ccc(OC)cc2)n1,-5.2%,0.6%,-7.6%,-1.6%,-2.8%,
O=C(NC(=S)N1C[C@H]2C[C@H](C1)c1cccc(=O)n1C2)c1ccc(Cl)cc1Cl,-1.1%,i,-0.1%,1.0%,64.6%,
CCOC(=O)c1ccc(NC(=S)N(CCCN2CCCCCC2)Cc2ccco2)cc1,-1.4%,1.6%,2.8%,-3.0%,16.9%,inhibitors of VEEV 10K pilot screen=0.4
Fc1ccccc1Cc1noc(CN2CCN(Cc3ccc4c(c3)OCO4)CC2)n1,-0.7%,i,5.2%,5.0%,15.2%,
COc1ccc(CCN(C)C(=S)Nc2ccc(SC(F)F)cc2)cc1OC,7.1%,1.5%,-0.7%,-11.6%,-6.0%,
CC(=O)CCC(=O)OCC(=O)Nc1ccc(SC(F)F)cc1,u,0.4%,-1.2%,-3.5%,-8.7%,
CC(=O)c1cccc(NC(=O)C2CCCN(S(=O)(=O)c3cccc4cccnc34)C2)c1 (stereo unspecified),-3.9%,9.8%,7.8%,7.6%,8.1%,
CCCSc1ncnc2c1oc1ccccc12,-0.1%,i,2.0%,-10.3%,13.5%,
Clc1nc2c(-c3ccccc3)nnn2c2ccccc12,9.39µM*,u,-26.7%,-16.4%,u,
Cc1cccc(C(=O)N(CC(=O)Nc2sc(C)c(C)c2C(N)=O)C2CCCC2)c1,6.8%,8.7%,2.9%,-3.6%,17.0%,
C/C(=C\C(=O)c1ncc(C(F)(F)F)cc1Cl)N(C)C,-4.3%,1.2%,-9.7%,3.3%,2.0%,
Clc1ccc(OCCOCCN2CCc3ccccc3C2)c(Cl)c1,u,i,-6.4%,-7.7%,i,
Cc1nn(Cc2ccc(F)cc2)c2sc(C(=O)Nc3nccs3)cc12,6.8%,1.9%,-10.1%,-10.2%,1.1%,
COc1cccc(C(C(=O)NC2CCCC2)N(C(=O)c2ccco2)C2CC2)c1OC (stereo unspecified),4.4%,1.5%,-9.5%,5.3%,-0.2%,
CCN(CC)CCCN(Cc1cc2cc3c(cc2[nH]c1=O)OCO3)C(=S)Nc1ccccc1OC,-4.5%,1.9%,0.0%,2.7%,5.2%,
CCOc1ncccc1C(=O)OCC(=O)N(CC(C)C)C1CCS(=O)(=O)C1 (stereo unspecified),-1.7%,0.5%,-16.6%,-12.8%,-3.3%,
Cc1cc(C)nc(N2CCC(C(=O)Nc3cccc(C(F)(F)F)c3)CC2)n1,-14.2%,i,-11.2%,-4.4%,10.9%,
O=C(C1CC(c2ccccc2O)=NO1)N1CCc2ccccc2C1 (stereo unspecified),-0.8%,i,-3.4%,-3.2%,40.8%,
O=C(NC(c1ccccc1)c1ccccn1)c1cccc([N+](=O)[O-])c1 (stereo unspecified),-0.8%,1.4%,x,7.8%,-8.5%,
CCn1cc(CNC(=S)Nc2cccc3ccccc23)cn1,0.2%,2.5%,8.3%,3.0%,72.6%,
COc1ccccc1CNC(=O)C1Cc2cc(S(=O)(=O)N3CCCCC3)ccc2N1C(C)=O (stereo unspecified),-3.5%,0.4%,16.1%,-10.8%,0.0%,
COC(=O)c1ccccc1NCc1cc(=O)oc2cc(O)c(O)cc12,4.3%,1.9%,-9.6%,-0.1%,-13.5%,
COc1ccccc1C(=O)N/N=C(\C)CC(=O)Nc1ccccn1,-11.1%,2.7%,-5.4%,-1.2%,-9.8%,
CCC1C(=O)NCCN1C(=O)c1ccccc1OC1CCN(S(C)(=O)=O)CC1 (stereo unspecified),-4.9%,0.6%,-5.5%,13.7%,2.6%,
O=C(c1ccc(S(=O)(=O)Cc2ccccc2F)c([N+](=O)[O-])c1)N1CCCC1,3.2%,11.0%,-3.4%,8.1%,23.7%,
CCc1nc2ccccc2[nH]c1=O,-2.4%,0.9%,-3.9%,-8.4%,-2.4%,
Cc1ccc(N(C)C(=O)N2CCN(S(=O)(=O)c3ccc(C)cc3)CC2)cc1,-3.5%,i,-24.9%,-5.5%,3.1%,
CCc1cccc2c1NC(=O)C21OCCO1,1.5%,1.2%,6.2%,-7.5%,-5.4%,
CC1CCCC(C)N1C(=O)COC(=O)c1cc(-c2cccs2)nn1-c1ccccc1 (stereo unspecified),24.5µM*,8.6%,-13.5%,-4.4%,76.5%,

# More compounds
SMILES,H37Rv inhibition,inhibitors of VEEV,influenza NS1A,Salmonella PhoP GFP,M. tuberculosis,others
Cc1ccc([N+](=O)[O-])cc1-c1ccc(/C=C(\C#N)c2[nH]nc(N)c2C#N)o1,4.6%,u,-2.5%,-7.0%,17.4%,
O=C(CSc1ccc(F)cc1)Nc1ccc(C2SCCS2)cc1,51.2%,1.3%,x,-2.9%,56.5%,
O=C1C=C(Nc2ccccc2)c2ccccc2C1=O,x,6.4%,-0.2%,x,x,
NC(=O)c1cccn1Cc1ccccc1Cl,3.7%,4.9%,0.5%,3.7%,-0.3%,
NC1=NC(=O)S/C1=C\c1ccc(F)cc1,-5.2%,i,5.9%,1.6%,9.4%,
Cn1nc(C(F)(F)F)c2cc(C(=O)N3CCOCC3)sc21,-4.4%,0.1%,-0.6%,7.5%,3.0%,
Cc1noc(C)c1C(=O)N(C)Cc1ccccc1,2.0%,0.7%,-17.7%,17.7%,-1.1%,
Cc1ccc(-n2nnnc2SCC(=O)N2CCNC2=O)cc1C,-7.9%,i,2.7%,x,2.1%,
Cc1cc(NCC2CCCO2)n2c(nc3ccccc32)c1C#N (stereo unspecified),-7.6%,0.4%,2.2%,4.9%,-7.4%,
Cn1nnc2c(N3CCCCC3)nccc21,-10.2%,0.7%,-6.7%,1.3%,2.5%,
C=CCCC(=O)N1CCC(n2nccc2NC(=O)CCCc2ccccc2)CC1,-0.3%,1.3%,-7.9%,-14.4%,4.2%,
C(=N\N1CCN(Cc2ccccc2)CC1)/c1ccccc1,7.6%,1.7%,-0.5%,14.2%,2.3%,

# Reprinted at random: five records from the list, in no set order.
SMILES,H37Rv inhibition,inhibitors of VEEV,influenza NS1A,Salmonella PhoP GFP,M. tuberculosis,others
Cc1ccc(-n2nnnc2SCC(=O)N2CCNC2=O)cc1C,-7.9%,i,2.7%,x,2.1%,
C=CCCC(=O)N1CCC(n2nccc2NC(=O)CCCc2ccccc2)CC1,-0.3%,1.3%,-7.9%,-14.4%,4.2%,
NC(=O)c1cccn1Cc1ccccc1Cl,3.7%,4.9%,0.5%,3.7%,-0.3%,
Cc1ccc([N+](=O)[O-])cc1-c1ccc(/C=C(\C#N)c2[nH]nc(N)c2C#N)o1,4.6%,u,-2.5%,-7.0%,17.4%,
Cc1cc(NCC2CCCO2)n2c(nc3ccccc32)c1C#N (stereo unspecified),-7.6%,0.4%,2.2%,4.9%,-7.4%,

# The results go on:
SMILES,H37Rv inhibition,inhibitors of VEEV,influenza NS1A,Salmonella PhoP GFP,M. tuberculosis,others
O=C(CSc1ncnc2c1cnn2-c1ccccc1)NC1CCCC1,55.0%,4.7%,-2.2%,3.2%,19.7%,
CCc1ccccc1OCCCCN1CCCC1,-7.7%,i,14.1%,18.3%,-12.8%,inhibitors of VEEV 10K pilot screen=0.4
CCOc1ccc2[nH]c(=O)c(CN(CCc3ccccc3)C(=O)N3CCCC3)cc2c1,7.8%,0.5%,-3.2%,3.1%,18.0%,
CCN(CC(=O)Nc1c(F)cccc1F)C(=O)c1ccc2ccccc2n1,-8.7%,0.9%,6.5%,2.8%,-5.3%,
c1ccc(C[C@H]2CNCCN2CCC23CC4CC(CC(C4)C2)C3)cc1,u,7.5%,18.6%,15.7%,u,inhibitors of VEEV 10K pilot screen=5.6
COc1ccccc1CNC(=O)CCCNS(=O)(=O)c1cccc2nsnc12,-5.3%,1.1%,4.2%,-6.5%,12.7%,
CCN(CC)C(=O)CN1CCC(c2nc3cc(C)c(C)cc3[nH]2)CC1,-1.9%,i,-17.0%,-6.6%,-13.1%,

# Not a retest: entries from further up.
SMILES,H37Rv inhibition,inhibitors of VEEV,influenza NS1A,Salmonella PhoP GFP,M. tuberculosis,others
CCN(CC(=O)Nc1c(F)cccc1F)C(=O)c1ccc2ccccc2n1,-8.7%,0.9%,6.5%,2.8%,-5.3%,
c1ccc(C[C@H]2CNCCN2CCC23CC4CC(CC(C4)C2)C3)cc1,u,7.5%,18.6%,15.7%,u,inhibitors of VEEV 10K pilot screen=5.6
